RGS4 block: human RGS4 inhibition; B-score at 10 µM; 310,000 tested, 0.45% active; P49798; HEK293 M3R/RGS4 inducible, Fluo-4 calcium flux; hits give high values; triggered by carbachol at its EC20; AID 463165;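 active = B-score, a plate-corrected calcium signal, over three deviations above library mean, with baseline fluorescence within five deviations of library mean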;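 also: RGS4 expression induced by doxycycline in cells with stable M3 receptor; B-score is computed from the integrated fluorescence ratio over baseline after carbachol; higher B-score means a larger calcium signal and so more RGS4 inhibition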
Target sequence (P49798 whole entry, looked up): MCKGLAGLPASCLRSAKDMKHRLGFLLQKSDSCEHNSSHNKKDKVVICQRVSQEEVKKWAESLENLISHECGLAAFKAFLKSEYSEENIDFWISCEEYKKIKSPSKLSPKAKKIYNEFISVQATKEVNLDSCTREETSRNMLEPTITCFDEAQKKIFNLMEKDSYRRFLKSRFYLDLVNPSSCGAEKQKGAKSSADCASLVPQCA
KCNK3 inh: human KCNK3 channel inhibition, primary screen; CHO-KCNK3 thallium flux, FluxOR fluorescence; hits give low values; O14649; B-score at 10 µM; 340,000 tested, 0.84% active;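 active = B-score under library mean minus 4 SD, starting fluorescence ratio at most library mean plus 5 SD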;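 also: more negative B-score means stronger inhibition of thallium flux through KCNK3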
RGS4 pot: RGS4 potentiation or activation; 310,000 tested, 0.92% active; HEK293 M3R/inducible RGS4, carbachol calcium flux Fluo4; hits give low values; B-score at 10 µM;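 active = B-score of the integrated calcium signal more than 4 SD below the library mean, with starting fluorescence not abnormally high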;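 also: negative B-score means reduced calcium response which marks RGS4 activation or potentiation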
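Assay system: Inducible-RGS4 HEK293 cells carrying M3 receptor | Schedule: Compound preincubation 20 min at room temperature before agonist | Signal: Kinetic calcium fluorescence imaging with Fluo4-AM dye, 2 µM | Read-out basis: B score from integrated fluorescence ratio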
ANO1 block: blocks the mouse calcium-activated chloride channel TMEM16A; Q8BHY3; HEK293 TMEM16A/YFP iodide influx fluorescence, ionomycin; normalized B-score (activity score, 25-100; higher = stronger inhibition) at 10 µM; 310,000 tested, 1.2% active;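 active = ratio plate-corrected score three or more library SD toward inhibition, starting fluorescence score within five deviations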;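 also: score derived from kinetic fluorescence span divided by baseline fluorescence per well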
SKKanGAS inh: blocks kanamycin growth of S. pyogenes SKKanGAS strain. BacTiter-Glo, 6 h. 300,000 tested, 1.3% active. inhibition, % at 7.5 µM. AID 1662;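 active = mean replicate score, as percent of positive control median, at least 50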;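 also: strain carries kanamycin resistance gene driven by streptokinase promoter and grows in 40 µg/ml kanamycin; loss of luminescence reflects streptokinase promoter inhibition or plain growth inhibition; 0% = median of DMSO wells and 100% = positive control at its reference dose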
KCNK9 inh: human KCNK9 channel inhibition | 310,000 tested, 1.2% active | B-score at 10 µM | HEK293 KCNK9, FluxOR thallium flux fluorescence; hits give low values | Q9NPC2;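 active = ratio B-score over 3 SD below the library mean, with starting fluorescence within 5 SD of its mean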;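 also: negative B-score means less thallium flux so channel inhibition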
hERG rescue: hERG (human) protection from proarrhythmic block | Q12809 | CHO-hERG, FluxOR thallium flux, dofetilide IC70 present | activation (rescue from dofetilide block), less the hit threshold, % at 10 µM | 310,000 tested, 0.51% active | AID 1511;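 active = activation above the mean of controls blocked by dofetilide plus 5 SD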;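 also: thallium influx through hERG after potassium depolarization seen as dye fluorescence rise; in these data hits start at about 4.7%; inactives centre near -7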
ANO1 activ: mouse TMEM16A channel activation, primary screen. Q8BHY3. HEK293 TMEM16A/YFP-H148Q/I152L, iodide quench fluorescence; hits give low values. B-score at 10 µM. 340,000 tested, 0.3% active;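 active = fluorescence-ratio B-score plate-corrected deviation score at least 3 library SD below zero, with starting fluorescence score within 5 deviations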;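 also: channel opened by trigger with iodide after compound preincubation; score built on the fluorescence ratio of max minus min over baseline; more negative score means more quench and so TMEM16A activation or potentiation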
HDAC3 inhib: blocks human histone deacetylase 3. 320,000 tested, 0.15% active. inhibition, % at 8.3 µM. recombinant HDAC3, fluorogenic peptide/trypsin coupled, fluorescence. O15379; in the data active = inhibition above about 26%, passing the limit was not always enough
KCNQ1 pot: potentiates or activates the human KCNQ1 potassium channel; CHO-K1 KCNQ1, thallium flux FluxOR fluorescence; hits give high values; B-score at 10 µM; 310,000 tested, 0.35% active; AID 2648;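 active = fluorescence ratio B-score, a plate-corrected score, at least three library SD, with initial intensity B-score within 5 SD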
Target sequence (P51787 whole entry, looked up): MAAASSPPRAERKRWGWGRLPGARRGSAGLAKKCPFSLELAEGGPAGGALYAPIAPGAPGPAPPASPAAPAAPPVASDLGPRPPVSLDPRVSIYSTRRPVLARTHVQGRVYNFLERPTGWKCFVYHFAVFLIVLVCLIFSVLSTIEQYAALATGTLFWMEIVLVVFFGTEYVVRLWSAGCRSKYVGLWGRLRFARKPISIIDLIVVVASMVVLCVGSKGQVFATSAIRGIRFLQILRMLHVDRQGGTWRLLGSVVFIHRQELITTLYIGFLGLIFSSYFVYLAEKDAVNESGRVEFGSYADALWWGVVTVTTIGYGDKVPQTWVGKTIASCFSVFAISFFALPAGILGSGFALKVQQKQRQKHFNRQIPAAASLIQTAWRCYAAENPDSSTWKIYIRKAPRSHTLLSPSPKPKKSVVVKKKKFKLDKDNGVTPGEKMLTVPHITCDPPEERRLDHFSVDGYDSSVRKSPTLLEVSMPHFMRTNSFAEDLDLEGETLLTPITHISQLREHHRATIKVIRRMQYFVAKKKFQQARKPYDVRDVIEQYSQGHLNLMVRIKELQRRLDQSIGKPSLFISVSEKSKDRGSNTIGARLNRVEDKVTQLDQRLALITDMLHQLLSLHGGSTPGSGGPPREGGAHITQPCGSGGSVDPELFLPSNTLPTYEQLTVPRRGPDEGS
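Assay system: CHO-K1 cells stably expressing KCNQ1; Medium: assay buffer with matched DMSO; Also added: K+/Tl+ depolarizing stimulus; Dosing: single dose; Timing: dye 90 min, compound 20 min, room temperature; Measured by: kinetic FluxOR thallium fluorescence, 10-s 1-Hz baseline, 110-s post-stimulus read; Read-out: peak-minus-minimum fluorescence over initial fluorescence, negative-control normalized, B-scored.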
KCNQ1 block: human KCNQ1 channel inhibition. CHO-K1 KCNQ1, FluxOR thallium flux fluorescence; hits give high values. AID 2642. P51787. 310,000 tested, 1.3% active. B-score at 10 µM;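 active = compounds whose thallium flux B-score, printed positive for inhibition, exceeds three library SD while starting fluorescence stays within three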;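 also: channel opened by potassium depolarization with thallium stimulus after 20 min compound exposure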
The depositor's hits bear a star; i = inactive; nt = no result given.

smiles,RGS4 block,KCNK3 inh,RGS4 pot,ANO1 block,SKKanGAS inh,KCNK9 inh,hERG rescue,ANO1 activ,HDAC3 inhib,KCNQ1 pot,KCNQ1 block
COc1ccc2nc(C)c3c(c2c1)OC(C(C)(Cl)Br)C3 (stereo not given),i,i,i,i,0,i,-15,i,-5,i,i
O=C(N/N=C/c1ccc(O)cc1)/C(=C/c1ccc([N+](=O)[O-])cc1)NC(=O)c1ccccc1,i,i,i,i,-1,i,-8,i,1,i,i
O=C(Nc1nccs1)[C@@H]1CC=C[C@@H]2CCN(Cc3ccccc3)C(=O)[C@@H]21,i,i,i,i,2,i,-4,i,-7,i,i
Cc1ccc(S(=O)(=O)N2CCCCC2)cc1NC(=O)COC(=O)Cc1ccc(Cl)cc1,i,i,i,i,-3,i,-11,i,nt,i,i
CC(C)C(=O)Nc1ccc(S(=O)(=O)Nc2nccc(/C=C/c3ccccc3)n2)cc1,i,i,i,i,20,i,-7,i,-3,i,i
O=c1c2ccccc2nc2c3ccccc3c(NCc3ccccn3)nn12,14*,i,i,i,nt,i,-5,i,-3,i,i
Cc1ccc(NC(=O)c2ccc(Cn3cc(Cl)cn3)o2)c(C)c1,i,i,i,i,0,i,-10,i,7,i,i
C=CCOc1ccc(CNc2nccs2)cc1,i,i,i,i,19,i,-5,i,3,i,i
Cc1cc(C)c(S(=O)(=O)N2CCCCC2)c(C)c1N(C)S(=O)(=O)c1ccccc1,i,-8.8*,i,i,-9,i,-5,i,-1,i,i
COc1ccc(/C=C2/SC(=S)N(Cc3ccccc3)C2=O)cc1O,5*,i,i,i,-1,i,-7,i,0,i,i
O=C(NCCN1C(=O)S/C(=C\c2ccccc2Cl)C1=O)C1=COCCO1,i,i,i,i,-16,i,-4,i,8,i,i
Cc1cc(Br)ccc1NC(=O)C(C)c1ccc([N+](=O)[O-])cc1 (stereo not given),i,i,i,i,7,i,-2,i,1,i,i
OC(CNCC1COc2ccccc2O1)COCc1cccs1 (stereo not given),i,i,i,i,7,i,-8,i,0,i,i
CCC(C)NC(=O)c1cnn2c1NC(c1ccc3c(c1)OCO3)CC2C(F)(F)F (stereo not given),i,i,i,i,nt,i,-9,i,4,i,i
S=C(NCc1ccccc1)N1CCCCC1,i,i,i,i,2,i,-6,i,-1,i,i
CC(=O)OCCC(NS(=O)(=O)OCC(Cl)(Cl)Cl)c1ccccc1 (stereo not given),i,i,i,i,1,i,-4,i,-1,i,i
COCCCNC(=S)NC(=O)c1ccc(C)cc1,i,i,i,i,3,i,-5,i,5,i,i
O=C(Nc1ccc(NC(=O)C2CC2)nc1)c1ccccc1F,i,i,i,i,-1,i,-4,i,1,i,i
O=C(Nc1ccc2oc(-c3ccccc3)nc2c1)c1ccc2c(c1)OCCO2,i,i,i,25*,17,i,-22,i,-1,i,i
Cc1ccc2[nH]c(=O)c(CN(CC3CCCO3)C(=O)c3ccncc3)cc2c1 (stereo not given),i,i,i,i,-20,i,-3,i,-7,i,i
Cc1cc(C)cc(-n2c(=O)c3sccc3n(CC(=O)NCc3ccco3)c2=O)c1,i,i,i,i,1,i,-11,i,nt,i,i
O=C(O)c1ccc2c(c1)N(Cc1cccc(F)c1)C(=O)CS2,i,i,i,i,-1,i,-14,i,9,i,i
CCCC(=O)OCC(=O)NCc1ccc(Cl)cc1,i,i,i,i,3,i,-7,i,-12,i,i
COc1ccc(NC(=O)C2CC(=O)n3cnnc3S2)cc1 (stereo not given),i,i,i,i,-4,i,-8,i,7,i,i
CCOC(=O)c1c(-c2ccc(OC)cc2)csc1NC(=O)COc1ccc2c(C)cc(=O)oc2c1,i,i,i,i,5,i,-7,i,8,i,i
COc1ccc(N2CCN(C(=O)c3ccc4c(c3)CCN4S(=O)(=O)c3ccccc3)CC2)cc1,i,i,i,i,1,i,-7,i,5,i,i
CN(C)C1(CNCC(O)c2ccccc2)CCCCC1 (stereo not given),i,i,i,i,2,i,-2,nt,0,i,i
COC(=O)c1ccc(N)c(CS(=O)(=O)c2ccc(Cl)cc2)c1,i,i,i,i,3,i,0,i,3,i,i
Cc1ccc(O)c(-c2cc(C(=O)Nc3ccc(S(=O)(=O)N4CC(C)OC(C)C4)cc3)[nH]n2)c1 (stereo not given),i,i,i,i,15,i,-5,i,13,i,i
COc1cc(Sc2ccc(C)cc2)c(OC)cc1N,i,i,i,i,16,i,-10,i,10,i,i
CC(NC(=O)C1CCC1)c1ccc2c(c1)OCO2 (stereo not given),i,i,i,25*,2,i,-4,i,-4,i,i
COc1ccc(C(=O)c2cn[nH]c2-c2ccc(C)cc2O)cc1,i,i,i,i,-2,i,-6,i,1,i,i
CCOc1ccc(N2CC(C(=O)NCc3ccc(F)cc3)CC2=O)cc1 (stereo not given),i,i,i,i,2,i,-9,i,2,i,i
O=C(NCCSc1ncc(-c2ccc(F)cc2)[nH]1)c1ccc2c(c1)OCO2,i,i,i,i,-2,i,-4,i,5,i,i
Cn1c(=O)[nH]c(=O)c2c1nc(NCCO)n2CCOc1ccccc1,i,i,i,i,-2,i,1,i,6,i,i
O=C1COc2ccc(C(=O)CSc3nnc(Cc4ccccc4)o3)cc2N1,i,i,i,i,-12,i,-16,i,-3,i,i
COc1ccc2ccccc2c1CNc1nnnn1C,i,i,i,i,8,i,-7,i,5,i,i
Cc1nn(-c2cccc(Cl)c2)nc1C(=O)O,i,i,i,i,4,i,-8,i,-8,i,i
C=CCSC1=N/C(=C\c2ccc(C)o2)C(=O)S1,i,i,i,i,9,i,-9,i,1,i,i
O=C(NCCc1ccccc1)C(=O)NCC1OCCN1S(=O)(=O)c1cccs1 (stereo not given),i,i,i,i,0,i,-6,i,-2,i,i
COc1ccc(CCNC(=O)C2CC(=O)N(c3ccc(C)cc3)C2)cc1OC (stereo not given),i,i,i,i,0,i,0,i,-4,i,i
CCOC(=O)C(C)Oc1ncnc2cccc(F)c12 (stereo not given),i,i,i,i,3,i,-3,i,12,i,i
COc1ccc(NC(=O)Nc2ncn(Cc3cccc(C(F)(F)F)c3)n2)cc1OC,i,i,i,i,2,i,-20,i,8,i,i
CC(CC(=O)NCC1CCCO1)c1ccccc1 (stereo not given),i,i,i,i,6,i,-4,i,5,i,i
CNC(=O)c1ccsc1NC(=O)C1CCN(S(=O)(=O)c2cccs2)CC1,i,i,i,i,1,i,-14,i,0,i,i
Cc1nnc(SCC(=O)N(C)C2CCS(=O)(=O)C2)n1Cc1ccccc1 (stereo not given),i,i,i,i,-6,i,0,i,3,i,i
CCOC(=O)c1[nH]c2ccc(OC)cc2c1NC(=O)c1nonc1C,i,i,i,i,-9,i,-6,i,7,i,i
Cc1c(N/C(=N/S(=O)(=O)c2ccc(F)cc2)c2ccccc2)c(=O)n(-c2ccccc2)n1C,i,i,i,i,1,i,-8,i,-1,i,i
CC(C)=CCC/C(C)=C/C(=O)O,i,i,i,i,1,i,-7,i,-2,i,i
CN1CCN(NC(=O)c2ccc(Cl)cc2Cl)CC1,i,i,i,i,4,i,-2,i,9,i,i
FC(F)(F)c1ccccc1Nc1nccs1,i,i,i,i,2,i,-5,i,-8,i,i
CN(C)c1ccc(/C=N/N=C/c2ccccc2O)cc1,i,i,i,i,-8,i,-10,i,8,i,i
Cc1ccc(N2C(=O)c3ccccc3C2Nc2cccnc2)nc1 (stereo not given),i,i,i,i,-2,i,-10,i,2,i,i
CC1CCN(S(=O)(=O)c2ccc(NC(=O)CN3CCCC(C)C3)cc2)CC1 (stereo not given),i,i,i,i,2,i,-3,i,6,i,i
CC1(C)CC(=O)c2sc(NS(=O)(=O)c3ccc(F)cc3)nc2C1,i,i,i,i,2,i,-15,i,6,i,i
CCCCCCCCCn1cc(C(C)=O)c(=O)[nH]c1=O,i,i,i,i,13,i,-11,i,-2,i,i
CCCCC(=O)NNC(=S)NC(=O)C(c1ccccc1)c1ccccc1,i,i,-9.5*,25*,86*,i,-9,-5.2*,-11,i,i
O=C(CSc1nc(-c2ccccc2F)nc2nc[nH]c12)Nc1c(Cl)cc(Cl)cc1Cl,i,nt,i,i,-7,i,-11,nt,-2,i,i
Cc1ccccc1COC(=O)CNC(=O)c1sc2ccccc2c1Cl,i,i,i,i,37,i,-16,i,3,i,i
CCCC(C(=O)NCc1ccco1)N(CC1CCCO1)C(=O)CNS(=O)(=O)c1ccc(F)cc1 (stereo not given),i,i,i,i,-5,i,-4,i,-2,i,i

The results go on.
smiles,RGS4 block,KCNK3 inh,RGS4 pot,ANO1 block,SKKanGAS inh,KCNK9 inh,hERG rescue,ANO1 activ,HDAC3 inhib,KCNQ1 pot,KCNQ1 block
COc1ccc(C(C(=O)NC(C)(C)C)N(Cc2ccc(F)cc2)C(=O)CCC(=O)Nc2cc(C)on2)cc1 (stereo not given),i,i,i,i,1,i,-3,i,-1,i,i
CCCNC(=S)N1CCN(CC)CC1,i,i,i,i,3,i,-4,i,2,i,i
COc1ccc(CN(Cc2cccnc2)C(=S)NCCc2ccccc2)cc1OC,i,i,i,i,4,i,-5,i,2,i,i
Cc1ccc(CNC(=O)Nc2ccc(Cl)cc2)cc1,i,i,i,i,0,i,-9,i,nt,i,i
N#CC1=C(N)NC(SCc2ccccc2)=C(C#N)C12CCCCC2,i,i,i,i,2,i,-37,i,11,i,i
Cc1cc(C)c(NC(=O)CS(=O)CC(=O)NCC2CCCO2)c(C)c1 (stereo not given),i,i,i,i,-4,i,-15,i,5,i,i
CCN(CC)S(=O)(=O)c1ccc(C)c(NC(=S)N2CCN(c3ccccn3)CC2)c1,i,i,i,i,-5,i,-12,i,1,i,i
CCNc1nc(NCC)nc(Nn2cnnc2)n1,i,i,i,i,6,i,-10,i,-3,i,i
COc1ccc(Cc2nc3ccc(C(=O)N4CCCC4)cc3o2)cc1OC,i,i,i,i,2,i,-2,i,-3,i,i
